Assay outcomes (PubChem BioAssay)
S1P3 antag: blocks the human S1P3 receptor; CHO S1P3 NFAT-BLA reporter, FRET fluorescence, antagonist mode; inhibition, % at 4.98 µM; 0.27% of 170,000 active;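 active = inhibition above the plate cutoff, the mean inhibition of test wells on that plate plus 3 SD, cut at about 28% in these data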;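 also: cells challenged with S1P at its EC80 of 0.8 µM; blue over green emission ratio from cleaved BLA substrate after 4 h stimulation; 0% = S1P-stimulated wells and 100% = unstimulated DMSO-only wells; some compounds past the cut are filed as inactive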
Target sequence (Q99500 whole entry, looked up): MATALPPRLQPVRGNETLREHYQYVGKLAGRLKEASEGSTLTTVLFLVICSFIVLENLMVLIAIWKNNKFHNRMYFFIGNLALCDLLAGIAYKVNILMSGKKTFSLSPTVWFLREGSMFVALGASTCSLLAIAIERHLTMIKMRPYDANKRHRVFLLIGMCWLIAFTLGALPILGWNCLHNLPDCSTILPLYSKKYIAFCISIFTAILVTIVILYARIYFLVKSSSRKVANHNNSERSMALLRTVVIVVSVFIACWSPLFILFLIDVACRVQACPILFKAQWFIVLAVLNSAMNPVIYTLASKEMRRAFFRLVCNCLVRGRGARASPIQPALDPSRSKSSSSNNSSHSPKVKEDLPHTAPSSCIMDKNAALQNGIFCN
RAM network inh: blocks the yeast RAM network | 1.8% of 190,000 active | inhibition, % at 50 µM | AID 868 | S. cerevisiae dse1pr::URA3 reporter, 5-FOA growth OD615, 2 d; analog-sensitive cbk1-as2 kinase mutant strain;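 active = inhibition above a set limit, 3 SD over mean compound inhibition, cut at about 8.4% in these data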;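 also: 0% = DMSO-only wells with no growth and 100% = 10 µM 1-NA-PP1 full growth; inhibition rescues growth on 5-FOA so higher OD means more RAM inhibition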
PMI act satM6P: increases human PMI activity with near-saturating mannose 6-phosphate | activation factor at 20 µM | AID 1216 | 0.34% of 190,000 active | P34949 | coupled PMI enzyme assay, resazurin fluorescence, 20 min; stronger effect = higher value; 1 = untreated enzyme, 0 = substrate-free blank;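 active = activation factor of 2 or more at 20 µM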
Target sequence (P34949 whole entry, looked up): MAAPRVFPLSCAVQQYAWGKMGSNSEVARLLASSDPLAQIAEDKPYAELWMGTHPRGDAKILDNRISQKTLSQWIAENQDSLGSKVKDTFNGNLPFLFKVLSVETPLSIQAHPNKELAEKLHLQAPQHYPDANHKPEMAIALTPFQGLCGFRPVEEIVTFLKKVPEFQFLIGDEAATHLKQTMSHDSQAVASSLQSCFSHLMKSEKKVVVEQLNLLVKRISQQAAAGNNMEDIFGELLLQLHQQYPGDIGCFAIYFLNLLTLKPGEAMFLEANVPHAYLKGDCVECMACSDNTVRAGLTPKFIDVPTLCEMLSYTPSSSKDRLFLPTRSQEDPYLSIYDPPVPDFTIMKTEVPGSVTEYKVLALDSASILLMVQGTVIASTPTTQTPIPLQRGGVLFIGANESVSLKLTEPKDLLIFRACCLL
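Test system: human phosphomannose isomerase with PGI, G6PDH, diaphorase coupling enzymes; Amount: PMI at 15 ng/mL final; Reagent: Mannose-6-phosphate 1.0 mM (near-saturating) plus 0.22 mM NADP+; Timing: 20 min, room temperature; Technique: resorufin fluorescence at Ex 544/Em 590 nm; Dosing: 20 µM single dose.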
Diaphorase inh: inhibits diaphorase or chemically oxidizes, flagging diaphorase assay artifacts | 0.69% of 190,000 active | inhibition, % at 20 µM | diaphorase resazurin-to-resorufin fluorescence, NADH, 16 min; bacterial (C. kluyveri) enzyme, not human | AID 1217;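 active = primary screen inhibition at 20 µM above a set limit, cut at about 50% in these data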;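 also: plate controls were DMSO with full reaction for no effect and wells lacking NADH for full effect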
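Assay system: diaphorase enzyme from Clostridium kluyveri; Input: enzyme working solution with 0.14 U/mL diaphorase; Timing: 16 min at room temperature; Technique: resorufin fluorescence, excitation 544 nm, emission 590 nm; Benchmarks: positive control minus NADH, DMSO neutral control.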
Diaph act CS: counter-screen for diaphorase-based assays: diaphorase activators and chemical reducers. AID 1229. activation factor at 20 µM. 0.005% of 190,000 active. Diaphorase/resazurin coupled assay, resorufin fluorescence, 16 min; stronger effect = higher value; 1 = vehicle wells, 0 = NADH-free wells;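 active = diaphorase activity raised at least twofold by the compound at 20 µM; inactive = activation factor below 2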
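test system = bacterial diaphorase enzyme (C. kluyveri) | quantity = enzyme 0.07 U/mL final | reagent = NADH substrate 0.114 mM plus resazurin dye 0.1 mM, final | incubation = 16 min enzyme reaction, ambient temperature | buffer or medium = HEPES pH 7.4 buffer with MgCl2 and Tween 20 | signal = fluorescence of resorufin, 544 nm excitation, 590 nm emission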
L major viab: Leishmania major promastigote growth inhibition. Leishmania major promastigotes, resazurin fluorescence viability. inhibition, % at 10 µM. 9% of 200,000 active. AID 1063;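 also: promastigotes grown with compound for 44 hours at 28 °C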
DTT redox prof: compounds producing H2O2 with reducing agent – biochemical, NIH compound library profiling, artefact control for MLSCN library redox annotation, primary screen | activation, % at 10 µM | 0.03% of 200,000 active | DTT-dependent redox cycling H2O2, phenol red/HRP absorbance; 100% = 100 µM peroxide control, 0% = buffer;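 active = activation of at least 50% relative to the plate's high and low controls in the primary single-dose screen; inactive = activation below 50%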;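 also: compound incubated with DTT at 0.8 mM final as the reducing agent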
Hsp70 act: switches on Hsp70 transcription; activation, % at 10 µM; HeLa Hsp70 promoter luciferase reporter, luminescence; scaled: vehicle 0, proteasome-inhibitor control 100%; 0.04% of 200,000 active;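 active = activation above the mean across all tested compounds plus 3 SD, cutoff set per campaign, cut at about 5.5% in these data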;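 also: 100% = MG132 at 30 µM as the positive control and 0% = DMSO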
G6PDH CS: counter-screen for G6PDH assay hits: L. mesenteroides G6PDH inhibition; Purified L. mesenteroides G6PDH, diaphorase/resazurin coupled fluorescence, 45 min; inhibition, % at 5 µM; 0.12% of 200,000 active; AID 1020
PMI activator: phosphomannose isomerase (human) activation. 0.005% of 190,000 active. activation factor at 20 µM. purified human PMI, coupled resazurin fluorescence, 20 min; stronger effect = higher value; 1 = vehicle control, 0 substrate-free wells. AID 1214;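 active = activation factor of 2 or more at 20 µM, relative to plate controls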
TLR4 MyD88 comp: inhibitors of human TLR4-MyD88 binding. 0.18% of 200,000 active. AID 861. inhibition, % at 8.4 µM. HeLa CL3-4 TLR4/MyD88 BLA complementation, FRET ratio; in the data active = inhibition above about 25%;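 also: 0% = vehicle and 100% = reference inhibitor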
Numbers without * were called inactive; · = not tested or not shown. Rule as the data show it, unless noted: active = inhibition above about 50%; inactive = the rest.

SMILES	S1P3 antag	RAM network inh	PMI act satM6P	Diaphorase inh	Diaph act CS	L major viab	DTT redox prof	Hsp70 act	G6PDH CS	PMI activator	TLR4 MyD88 comp
Cc1cccc2nc(-c3ccccc3)nc(N3CCC(O)(c4ccc(Cl)cc4)CC3)c12	5	-0.7	0.9	13	0.9	79*	0.1	0.0	5	0.8	-1
CCOC(=O)/C(C#N)=C/c1cc2ccccc2nc1N1CCOCC1	-4	1.4	1	14	0.9	-3	0.1	-0.3	3	0.9	-1
O=C(Oc1ccc2c(c1)O/C(=C\c1ccncc1)C2=O)c1ccccc1	5	-1.4	1.1	-5	1	7	0.6	-0.2	-26	0.9	12
O=C(c1ccco1)N1CCN(C(=O)C2CCN(S(=O)(=O)Cc3ccccc3)CC2)CC1	-16	1.7	0.9	6	0.9	-3	2.8	0.2	3	1	2
O=C(N/C(=C/c1cccnc1)C(=O)N1CCOCC1)c1ccccc1Br	-20	0.9	0.9	12	0.9	-6	0.8	0.2	-12	1	0
Cc1ccc(Nc2cc(C)nc(NCc3ccccc3)n2)cc1	-7	0.6	1	-11	1.1	100*	-0.2	-0.3	-18	0.9	8
c1ccc2c(c1)nc(Nc1ccc3c(c1)OCO3)c1nnnn12	8	4.3	0.9	21	0.8	42	-0.4	-0.3	-55	0.9	5
CCOC(=O)CN1CC23C=CC(O2)C(C(=O)NCCc2ccccc2)C3C1=O (stereo unspecified)	-11	1.1	0.9	27	0.7	-5	-1.3	0.6	-1	0.9	12
CC(C/C=N/NC(=O)COc1cc(Cl)ccc1Cl)c1ccccc1 (stereo unspecified)	·	0.0	0.8	28	0.7	-3	-5.9	-0.3	13	0.8	4
CCOC(=O)CN(c1cccc(C(C)=O)c1)S(C)(=O)=O	·	0.0	1.1	5	0.9	-5	0.1	-0.4	-1	1	-3
CCOc1ccccc1Oc1cn[nH]c1-c1ccc(OC)cc1O	-1	-1.0	1	21	0.8	51*	-0.7	-0.2	16	1	-10
CCc1ccc(NC(=O)COn2nnc3ccc(S(=O)(=O)N(C)C)cc32)cc1	·	-0.1	1	3	1	5	0.5	-0.3	0	0.9	-4
Cc1nn(CCN)c(C)c1Cl	-10	3.4	0.9	6	0.9	-4	-1.0	-0.2	9	0.9	-3
CCOc1ccc(S(=O)(=O)N2CCN(S(=O)(=O)c3ccc(OCC)cc3)C(C)C2)cc1 (stereo unspecified)	71*	2.1	1	8	0.9	25	0.6	-0.3	9	1.1	2
OCCC1CN(Cc2ccc3c(c2)CCO3)CCN1Cc1ccc(F)cc1 (stereo unspecified)	-5	-0.2	1	5	1	75*	1.1	0.3	11	0.9	4
O=C(NCCCN1CCCCCC1)c1ccc(CS(=O)(=O)Cc2ccccc2F)o1	·	-0.2	1	-30	1.3	-1	2.1	-0.2	0	1.1	2
COc1ccc(C(Cl)=C(c2ccc(OC)cc2)c2ccc(OC)cc2)cc1	-6	13*	1.1	9	0.9	11	7.9	-0.2	16	1.1	-7
Cc1ccccc1Cn1ccc(NC(=O)c2nc3ncccn3n2)n1	-12	0.3	0.9	9	0.9	31	1.5	0.2	-8	0.9	9
CS(=O)(=O)N1CCC(C(=O)NCCc2ccccc2)CC1	·	-0.2	0.9	19	0.8	-5	0.1	0.1	1	0.9	-7
CCC(=O)Nc1ccc(S(=O)(=O)NCc2ccco2)cc1	·	0.0	1.1	7	0.9	-6	0.6	0.0	0	1.1	-1
CCOC(=O)N1CCN(c2c(NCc3ccc(Cl)cc3)c(=O)c2=O)CC1	·	6.0	1	15	0.8	-5	-0.9	0.2	5	1	2
CCOc1ccc(Br)cc1C(=O)N/N=C/c1ccc([N+](=O)[O-])cc1	5	3.3	1	0	1	2	0.0	-0.3	-1	1.1	9
O=C(O)CSc1c(-c2cccs2)[nH]c2ccccc12	-12	1.2	1	20	0.8	-6	-0.3	-0.4	8	1.1	-18
COCn1c(=O)c2c(nc(SC3=NCCS3)n2Cc2ccccc2C)n(COC)c1=O	·	1.4	1	3	1	17	3.2	0.3	6	0.8	-4
O=C(N/N=C/C1C(c2ccccc2)C1(Cl)Cl)c1cccc(Br)c1 (stereo unspecified)	·	-0.1	0.9	12	0.9	-1	2.2	-0.4	14	1.1	-22
Cc1cnc(C(=O)Nc2ccc(C(C)C)cc2)cn1	-10	2.1	0.9	8	0.9	-10	-0.3	0.2	9	0.9	6
O=C(O)CN(Cc1ccccc1)S(=O)(=O)c1ccc(F)cc1	9	2.8	1.1	1	1	5	4.1	0.1	1	1.1	2
COc1ccc(/C=C/C(=O)Nc2sc(Cc3ccccc3)c(C)c2C(N)=O)cc1	-4	6.1	0.9	16	0.8	39	0.5	-0.5	2	0.9	5
Cc1ccccc1-c1coc2cc(O)ccc2c1=O	32	-0.3	0.9	12	0.9	-4	-3.6	-0.2	-19	0.9	4
CC(=O)OCCN(Cc1ccccc1)Cc1ccc2c(c1)OCO2	-8	0.8	1	12	0.9	-2	0.5	-0.1	6	1	-6

Molecules listed so far containing a thiophene ring, fused or not (two):
SMILES	S1P3 antag	RAM network inh	PMI act satM6P	Diaphorase inh	Diaph act CS	L major viab	DTT redox prof	Hsp70 act	G6PDH CS	PMI activator	TLR4 MyD88 comp
O=C(O)CSc1c(-c2cccs2)[nH]c2ccccc12	-12	1.2	1	20	0.8	-6	-0.3	-0.4	8	1.1	-18
COc1ccc(/C=C/C(=O)Nc2sc(Cc3ccccc3)c(C)c2C(N)=O)cc1	-4	6.1	0.9	16	0.8	39	0.5	-0.5	2	0.9	5

Continued:
SMILES	S1P3 antag	RAM network inh	PMI act satM6P	Diaphorase inh	Diaph act CS	L major viab	DTT redox prof	Hsp70 act	G6PDH CS	PMI activator	TLR4 MyD88 comp
CCOC(=O)c1nn(-c2c(C)n(C)n(-c3ccccc3)c2=O)cc1O	-3	1.3	0.9	20	0.8	3	-0.7	-0.2	3	1	3
COc1cccc2cc(/C(C)=N/NC(=O)c3ccco3)oc12	11	1.1	1.1	13	0.9	31	-0.6	0.0	-8	1	7
CC(C)n1cc(/C=C2/SC(=O)N(CC(=O)N3CCCC3)C2=O)c2ccccc21	·	5.2	1	12	0.9	1	0.2	-0.1	5	1	5
CC(C)NC(=O)C1CCN(C2CCN(Cc3cn[nH]c3-c3ccccc3)CC2)CC1	-20	0.3	1	11	0.9	-3	-0.8	-0.1	2	1	-10
COC(=O)C1=C(C)N(C)C(=O)/C1=C\c1ccco1	·	0.0	1	15	0.9	-1	-5.1	0.0	3	1	6
Nc1nc(-c2ccc(-c3ccccc3)cc2)cs1	6	-0.5	1	-3	1	-3	-0.2	0.0	7	1	-10
O=S(=O)(Cc1ccc(Cl)cc1)Nc1ccc2c(c1)OCO2	33	0.7	0.9	15	0.9	-5	16	-0.3	-22	1	16
O=[N+]([O-])c1ccc([C@H](O)[C@H](CO)N=Cc2ccccc2O)cc1	·	1.7	0.9	12	0.9	-3	0.1	-0.1	14	1	-3
N#C/C(=C/c1ccc(C(=O)O)cc1)C(=O)NCc1ccccc1	·	1.2	0.9	9	0.9	-4	0.6	0.1	-11	0.9	8
Cc1ccccc1Cn1c(=O)n(CCCC(=O)NCc2ccco2)c(=O)c2ccccc21	-15	6.2	1	16	0.8	16	-0.5	-0.2	-4	0.9	2
CCOc1ccc(C(=O)Nc2ccc(C(F)(F)F)n(C)c2=O)cc1	-14	3.7	0.9	16	0.8	-4	0.2	0.0	-3	1	-3
CC(C)CNC(=O)c1cc2nc3c(c(C(F)(F)F)n2n1)CCc1ccccc1-3	·	5.6	1.1	6	0.9	2	0.4	-0.3	-2	1	5
O=C1Cn2c(nc3ccccc32)-c2ccccc2N1	10	0.3	1	6	0.9	-1	-0.2	-0.3	-4	1.1	-156
COc1ccc(N(C)S(=O)(=O)c2cccc(C(=O)Nc3ccc(-n4cnnn4)cc3)c2)cc1	-24	6.6	0.9	18	0.8	5	1.4	-0.3	9	0.9	8
CCN(C(=O)Cc1ccc(Br)cc1)C1CCCCC1	·	-0.3	1	15	0.8	4	0.0	-0.2	0	0.9	-17
CCC(CC)c1nnc(NC(=O)c2cc(C(=O)OC)cc([N+](=O)[O-])c2)s1	5	2.2	1	6	0.9	-11	0.0	-0.4	7	0.9	-6
CCCNC(=S)N1CCC(C(=O)c2ccc(OC)cc2)CC1	2	1.5	1	21	0.8	-6	0.0	-0.5	7	0.9	-1
CCCCOc1ccc(N2C(=O)CC(NCCc3ccc(S(N)(=O)=O)cc3)C2=O)cc1 (stereo unspecified)	·	-1.4	1	14	0.9	-4	0.5	-0.6	-4	1	-10
CCOc1ccc(N(CC(=O)NC(C(C)C)C(C)C)S(=O)(=O)c2ccc(OC)c(OC)c2)cc1	-11	-0.2	0.8	16	0.8	26	0.2	-0.1	16	0.8	13
CN1CCN(CC(=O)N2N=C(c3cccs3)CC2c2ccco2)CC1 (stereo unspecified)	-7	0.3	1	-5	1.1	-6	0.1	-0.2	9	1.1	9
CCN(CC)C(=O)c1sc(N2C(=O)Nc3ccccc3N2O)c(C(=O)OC)c1C	-5	-0.8	1.2	4	1	-9	0.0	-0.3	4	1.2	-7
C/C(Cl)=C\Cn1c(O)c(N=NC(N)=S)c2cc(Br)ccc21	6	0.7	0.7	24	0.8	37	-0.2	-0.2	12	0.7	7
CC(NC(=O)C1CC2CCCC(C1)C2=O)c1ccccc1 (stereo unspecified)	-18	0.3	0.9	14	0.9	-1	0.5	-0.1	2	0.9	-10
Cc1ccc(Nc2nc(NCC3CCCO3)nc(N)c2[N+](=O)[O-])cc1C (stereo unspecified)	6	0.0	1	3	1	0	-0.3	0.0	-5	1.1	6
CCc1ccccc1NC(=S)N1N=CCC1c1ccccc1 (stereo unspecified)	8	-0.5	0.9	13	0.9	14	0.4	-0.1	13	0.9	-3
COCC(=O)OCC(=O)c1cc(C)n(-c2ccc(Br)cc2)c1C	5	0.6	1	4	1	13	-2.1	0.1	0	1	2
Cc1cc(C)n2c(SCc3ccccc3Cl)nnc2n1	·	1.1	1	5	0.9	-4	0.0	-0.2	-4	1	-6
C=CCSc1ncccc1C(=O)NCc1ccc(C)cc1	·	2.0	0.9	21	0.8	1	2.2	0.7	1	0.9	-6
